From PubChem
ERK EGF block: qHTS Assay for Inhibitors of the ERK Signaling Pathway using a Homogeneous Screening Assay; Stimulation with EGF | HEK293-V1b, EGF-stimulated phospho-ERK AlphaScreen | Potency, µM (doses to about 11.5 µM), inactives show at the top dose activity change, negative = inhibition, actives largely listed as inhibitors | 0.41% of 130,000 active | AID 1454, 2008; active means well fitted inhibition curve with a large enough effect; inconclusive means small, poorly fitted or top-dose-only effect, or effect the other way;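 further: plate controls were stimulated vehicle wells for no effect and unstimulated vehicle basal for full effect; nearly all actives have a fitted effect of over 55% in size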
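Homogeneous cell-based phospho-ERK assay: HEK293/V1b cells in 1% FBS, compound 30 min then EGF 5 min, AlphaScreen luminescence. Activity normalized between DMSO and 25 nM EGF controls; AC50 from Hill modelling.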
* hit, by the source's call; ? = inconclusive; & = joins results of further samples; [ ] = remark or other dose. Potency means the concentration at half of the fitted maximal effect. Not all compounds are listed, so the mix of outcomes need not match the whole.

SMILES	ERK EGF block
Cc1ccc2nc(Cl)c(/C=N/NC(=O)c3ccccc3O)cc2c1	?
O=C(CN1C(=O)S/C(=C\C=C\c2ccccc2)C1=O)Nc1ccc(O)cc1	7.0%
Cn1ncc(-c2ccno2)c1C(=O)O	2.6%[57.5 µM]
CC1(C)CC(c2nc(-c3ccc([N+](=O)[O-])cc3)cs2)CCO1 (configuration not stated)	3.3%
CCC(Oc1ccccc1)C(=O)Nc1ncc([N+](=O)[O-])s1 (configuration not stated)	7.5%
C[C@]12CC[C@@H]3c4ccc(OC(=O)c5ccccc5)cc4CC[C@H]3[C@@H]1CC[C@@H]2O	7.3%
COc1ccc(CC(=O)N[C@@H](CCSC)c2nc3ccccc3[nH]2)cc1	2.4%
O=C(C1=C[C@@H](c2ccccc2)C[C@@H](OCCCCO)O1)N1CCN(Cc2ccc3c(c2)OCO3)CC1	-5.5%[57.5 µM]
C=CCN1N=C(c2ccc(NC(=O)c3ccccc3)cc2)CSC1=O	-2.3%
CC(=O)Nc1nc(-c2ccc([N+](=O)[O-])cc2)cs1	-5.5%
CCC(C)(C)NC(=O)CN(C(=O)c1csnn1)c1ccccc1-c1ccccc1	-6.8%[57.5 µM]
CCCCNC(=O)C(c1ccc(-c2ccccc2)cc1)N(CCN1CCOCC1)C(=O)CCCCCN1C(=O)NC(c2ccc([N+](=O)[O-])cc2)C(C(=O)OCc2ccccc2)=C1C (configuration not stated)	-1.7%&-5.8%
CC(C)C[C@@H](CC(=O)N[C@@H](CCCN)CC(=O)N[C@@H]1CCCC[C@H]1C(=O)N[C@H](CC(=O)N[C@@H](CCC(=O)O)CC(=O)O)Cc1ccccc1)NC(=O)[C@@H]1CCCC[C@H]1N	-6.3%
COc1cc(C2SCCS2)cc(Br)c1Oc1ncccc1[N+](=O)[O-]	?
O=C1CN(c2ccccc2)C(=O)N1	-1.5%[57.5 µM]
CCCCNc1nc(C)nc2c1nc(-c1ccccc1)n2CC(C)(C)CN(C)C	0.0%
Cc1cc(C(=O)OCC(=O)N(C)c2ccccc2)ccc1[N+](=O)[O-]	10.2%
CCn1c(C)nc2cc(C(=O)NNC(=O)c3ccc(Cl)nc3)ccc21	0.8%
COCCNC(=O)c1ccccc1NC(=O)Cc1ccccc1[N+](=O)[O-]	-5.9%[57.5 µM]
O=S(=O)(NCCc1ccncc1)c1ccccc1	1.6%
CN(C)Cc1cccc([N+](=O)[O-])c1O	6.7%[57.5 µM]
COc1ccc(CNC(=O)/C(C#N)=C2\N=C(NC(=O)c3cccs3)c3ccccc32)cc1	8.2%
O=C(Nc1cccc(C(F)(F)F)c1)Oc1ccc(Cl)c2cccnc12	-0.9%[57.5 µM]
COc1ccc(OCC(=O)Nc2ccccc2-c2ccccc2)cc1	0.5%
O=C(Oc1ccc(Cl)c2cccnc12)N1CCCCCC1	-8.5%
Cc1nn2c(NCCCN(C)C)c3c(nc2c1-c1ccccc1)CCCC3	-9.2%[57.5 µM]
Cc1ccccc1OCCNC(=O)c1ccc2ccccc2n1	0.3%
c1ccc(-c2c3ccccc3nc3[nH]c4ccccc4c23)cc1	4.7%&1.2%
O=C(N/N=C/c1ccccc1C(=O)O)c1ccccc1Br	6.2%
CCCC(=O)N1CCN(c2ccc([N+](=O)[O-])cc2Cl)CC1	0.0%
O=C(c1cc([N+](=O)[O-])cc([N+](=O)[O-])c1)N(Cc1nnc(-c2ccccc2Cl)o1)C1CC1	-3.7%
CCOc1cc(CNc2ncn[nH]2)ccc1OCC(=O)NC(C)(C)C	-4.3%
CCn1c(-c2ccccc2Cl)nn(CC(=O)NCCc2ccccc2)c1=S	0.6%
COc1ccc(S(=O)(=O)NC(CCSC)C(=O)NC2CCCCC2)cc1 (configuration not stated)	-14.3%
Cc1ccc(S(=O)(=O)NCC2CCC(C(=O)NCc3cccs3)CC2)cc1 (configuration not stated)	?
NCCCC(N)CC(=O)NCC1NC(=O)C(CO)NC(=O)C(N)CNC(=O)C(C2CCN=C(N)N2)NC(=O)/C(=C\NC(N)=O)NC1=O (configuration not stated)	4.7%
O=C(CCC(=O)NNC(=O)COc1ccc(Br)cc1)NCc1ccccc1	1.6%
O=C(CCCCCN1C(=O)c2ccccc2C1=O)Oc1ccc2c3c(c(=O)oc2c1)CCC3	8.2%
COc1cc(C)ccc1OCCOCCOc1ccc(C)cc1[N+](=O)[O-]	?
COc1c(F)c(F)c(C(=O)Nc2c(C)cc(Br)cc2C)c(F)c1F	-10.9%

Laid out differently: four of the compounds above.
compound: CC(=O)Nc1nc(-c2ccc([N+](=O)[O-])cc2)cs1
  ERK EGF block: -5.5%
compound: CCC(C)(C)NC(=O)CN(C(=O)c1csnn1)c1ccccc1-c1ccccc1
  ERK EGF block: -6.8%[57.5 µM]
compound: CCCCNC(=O)C(c1ccc(-c2ccccc2)cc1)N(CCN1CCOCC1)C(=O)CCCCCN1C(=O)NC(c2ccc([N+](=O)[O-])cc2)C(C(=O)OCc2ccccc2)=C1C (configuration not stated)
  ERK EGF block: -1.7%&-5.8%
compound: CC(C)C[C@@H](CC(=O)N[C@@H](CCCN)CC(=O)N[C@@H]1CCCC[C@H]1C(=O)N[C@H](CC(=O)N[C@@H](CCC(=O)O)CC(=O)O)Cc1ccccc1)NC(=O)[C@@H]1CCCC[C@H]1N
  ERK EGF block: -6.3%

Carrying on:
SMILES	ERK EGF block
O=C(NC(=S)Nc1cc(C(F)(F)F)ccc1N1CCOCC1)c1ccc(-c2cccc(Cl)c2)o1	0.6%
CCC1(C)Cc2nc(Cl)c(C#N)cc2CO1 (configuration not stated)	8.7%[57.5 µM]
NS(=O)(=O)c1ccc(NNC(=O)c2cccs2)cc1	-7.9%[57.5 µM]
COCC(=O)N1CCC[C@@]2(CCN(Cc3nccs3)C2)C1	1.4%
C#CCOc1c(Cl)cc(/C=N/O)cc1OC	-0.3%
Cc1ccc2nc(SCC(=O)Nc3ccccc3N3CCOCC3)c(C#N)cc2c1	5.6%
COC(=O)[C@@]1(Cc2ccc(OC)cc2)[C@H]2c3cc(C(=O)N(C)C)n(Cc4ccc(O)c(OC)c4)c3C[C@H]2CN1C(=O)c1ccccc1	-7.4%
Cc1cc(C)c(-c2csc(NC(=O)COC(=O)c3ccc4c(c3)OCO4)n2)c(C)c1	-1.7%
CC(C)OCC1Cn2c(nc3c2c(=O)n(C)c(=O)n3C)O1 (configuration not stated)	-0.8%
Cc1ccc(NC(=O)CN2CCCCCC2)cc1Br	2.4%
Fc1cccc2sc(N3CCOCC3)nc12	3.1%
COc1cccc(NC(=O)C2CCC(CNS(=O)(=O)c3cccs3)CC2)c1 (configuration not stated)	1.7%
O=C(COC(=O)CCSc1ccccc1)Nc1ccc(F)cc1Cl	-6.7%
COc1ccc(NC(=O)c2ccc(-c3ccccc3)cc2)cc1S(=O)(=O)N1CCOCC1	?
COc1cccc(NC(=O)c2cccc(C)c2[N+](=O)[O-])c1	0.9%
O=c1oc2ccccc2cc1-c1ccc(O)cc1	10.1%
CCCc1c(C(=O)N2CCN(c3ccccc3OC)CC2)cnn1-c1ccccc1	-12.7%[57.5 µM]
Cc1cc(C)c2nc(C)cc(Nc3ccc(C(=O)NCCO)cc3)c2c1	-9.0%[57.5 µM]
C/C(=N\NC1=NCCN1)c1ccccc1	4.0%[57.5 µM]
Cc1cc2nnc(SCC(=O)N3CCOCC3)n2c2ccccc12	2.3%
O=C(CSc1ccccc1)NCCSCc1ccccc1	4.6%
O=C(Nc1ccccc1N1CCCCC1)c1cnccn1	-11.7%
COc1ccc(Br)cc1/C=C/C(=O)Nc1ccc(C)cc1	-1.5%
CC(=O)Oc1ccc2c(=O)c(N3C(=O)c4ccccc4C3=O)c(C)oc2c1	2.9%
Cc1[nH]nc2c1C(c1cccs1)C1=C(CCCC1=O)N2 (configuration not stated)	-7.7%
CN(C)CCCN1c2ccccc2Sc2ccc(Cl)cc21	3.9%[57.5 µM]
COc1ccc(O)c(CNn2c(-c3ccc(Br)cc3)nc3ccccc3c2=O)c1	-2.0%
Cc1ccccc1-n1nc(C(=O)c2cccs2)cc(-c2nc3ccccc3[nH]2)c1=N	?
Cc1ccc2c(COC(=O)C34CC5CC(CC(C5)C3)C4)cc(=O)oc2c1	-1.4%
Cc1sc(NC(=O)Cn2cnnn2)nc1-c1ccc(Cl)cc1	7.6%
Cc1onc(-c2ccccc2)c1NC(=O)N(CCC#N)Cc1cccs1	-1.0%[57.5 µM]
CCCCNC(=S)N(C)/N=C/c1ccc(OCC(=O)Nc2ccc(OC)cc2)c(OC)c1	-4.7%
COc1ccc(/C=N/Nc2ccc(C(=O)O)cc2)cc1Br	-11.2%
C/C(=N\NC(=S)Nc1cc(S(=O)(=O)N2CCOCC2)ccc1Cl)c1ccccc1F	-1.9%
CCC(=O)OCCn1c(=O)c2ccccc2c2ccccc2c1=O	-3.3%
O=[N+]([O-])c1ccc(N2CCCCC2)c(-c2nn[nH]n2)c1	-3.8%
COC(=O)c1sccc1NC(=O)COc1ccc(Cl)cc1	-2.2%
O=c1onc(-c2cccnc2)n1-c1ccccc1F	-15.8%[57.5 µM]
COc1cc(C(N)=O)cc(Cl)c1OC	-12.0%[57.5 µM]
CN(C)S(=O)(=O)N1CCC(Cc2ccccc2)CC1	-2.2%
CN(Cc1ccon1)C(=O)CCc1nnc(Cc2ccc(-c3ccccc3)cc2)o1	2.4%
CCc1cc(C(=O)Nc2ccc(C)cc2Br)cs1	?
Cc1[nH]c2ccccc2c1C(=O)CSc1ncn[nH]1	-4.7%
Cn1c(=O)c2[nH]c(N3CCN(c4ccccn4)CC3)nc2n(C)c1=O	26.1%
COc1cccc(OC)c1OCCCOc1cccc2cccnc12	-16.3%
CC1CCCC(NC(=O)c2cccc(N3CCCC3=O)c2)C1C (configuration not stated)	-2.0%
Cc1ccc(NC(=O)C(NC2CCCc3ccccc32)c2ccccc2)cc1Cl (configuration not stated)	0.2%
Cc1ccc(C(=O)Nc2nnc(C)s2)cc1	-1.7%
S=c1nc(-c2ccccc2)[nH]c2ccccc12	-4.8%
Cc1ccc(S(=O)(=O)Nc2cccc(N(C)S(C)(=O)=O)c2)cc1[N+](=O)[O-]	-17.0%
Cc1ccc2nc(Cl)c3cc(C(=O)N(CCN(C)C)Cc4ccco4)sc3c2c1	?
Cc1ccc(C(=O)N/C(=C\c2ccc(-c3ccc([N+](=O)[O-])cc3)o2)C(=O)NC2CCS(=O)(=O)C2)cc1 (configuration not stated)	-8.6%
Cc1ccc(C2OCC3(CO2)COC(c2ccc(C)cc2)OC3)cc1 (configuration not stated)	2.0%
Cc1ccc(SCCNC(=O)/C=C/c2cccc([N+](=O)[O-])c2)cc1	1.6%
O=C(/C=C/c1ccco1)c1ccccc1O	1.4%
CC(=O)Nc1nnc(SCC(=O)N2CCN(Cc3ccccc3)CC2)s1	4.0%
O=C(O)c1ccc2c3c(cccc13)C(=O)N(c1cccc3ccccc13)C2=O	-10.4%
S=C(NCCc1ccccc1)N/N=C/c1cccc(Cl)c1Cl	-9.0%
COc1cc(NC(=S)NCCN2CCOCC2)cc(OC)c1OC	-6.1%
O=C1CN(C(=O)COc2ccc(F)cc2Br)c2ccccc2N1	3.5%

Carrying on.
SMILES	ERK EGF block
CCC(Sc1nc(-c2cccc(OC)c2)c(C#N)c(=O)[nH]1)C(=O)Nc1nnc(C(C)C)s1 (configuration not stated)	-4.2%
CCn1c(N2CCN(C(=S)Nc3ccc(OC)cc3)CC2)nc2ccccc21	-10.2%
COc1ccc(-n2c(SCC(=O)N/N=C/c3ccccc3OCC(=O)O)nc3ccccc3c2=O)cc1	-39.9%[57.5 µM]
Cc1occc1-c1nnc(SCC(=O)Nc2ccccn2)o1	1.2%
c1coc(CNCc2cccs2)c1	0.1%
C/C(=N\NC(=O)Cn1ccc(C(F)(F)F)n1)c1ccco1	2.7%
[O-]c1c[n+](-c2ccccc2)no1	1.7%[57.5 µM]
C#CC(CC)(CC)NC(=O)/C=C/C(=O)O	-11.1%[57.5 µM]
O=C(Nc1ccc2nc(-c3cccnc3)[nH]c2c1)c1ccco1	2.9%
CC1(C)C2CC[C@@]1(C)C(=O)C2	11.1%
O=c1cc(CN2CCN(Cc3ccccc3)CC2)c2cc3c(cc2o1)CCC3	-9.1%[57.5 µM]
N#C/C(=C/c1ccco1)c1nc2ccccc2s1	-3.2%
Cc1c(C)n(O)c2ccc3nonc3c12	0.4%[57.5 µM]
Cc1cccc(Nc2nc(NCC3CCCO3)nc(N)c2[N+](=O)[O-])c1 (configuration not stated)	5.5%
Cc1ccc(CC(=O)Nc2ccc(OC(F)F)c(Cl)c2)cc1C	2.6%
CS(=O)(=O)N(CC(=O)N1CCCCC1)c1cccc(F)c1	0.3%
O=Cc1cccn1Cc1ccccc1[N+](=O)[O-]	2.4%
CCCCNS(=O)(=O)c1ccc2nc(SCC(=O)Nc3ccccc3)[nH]c2c1	10.6%
CCOc1ccc(N2C(=O)Nc3ccccc3C2(O)C(=O)NCc2ccc(F)cc2)cc1 (configuration not stated)	2.6%
CC1CN(S(=O)(=O)c2ccc(C(=O)Nc3ccc(S(=O)(=O)Nc4ncccn4)cc3)cc2)CC(C)O1 (configuration not stated)	1.7%
COc1cc(C=O)c(Cl)cc1OCC(N)=O	-3.6%

Among those listed so far, these have a cyano group:
SMILES	ERK EGF block
COc1ccc(CNC(=O)/C(C#N)=C2\N=C(NC(=O)c3cccs3)c3ccccc32)cc1	8.2%
CCC1(C)Cc2nc(Cl)c(C#N)cc2CO1 (configuration not stated)	8.7%[57.5 µM]
Cc1ccc2nc(SCC(=O)Nc3ccccc3N3CCOCC3)c(C#N)cc2c1	5.6%
Cc1onc(-c2ccccc2)c1NC(=O)N(CCC#N)Cc1cccs1	-1.0%[57.5 µM]
CCC(Sc1nc(-c2cccc(OC)c2)c(C#N)c(=O)[nH]1)C(=O)Nc1nnc(C(C)C)s1 (configuration not stated)	-4.2%
N#C/C(=C/c1ccco1)c1nc2ccccc2s1	-3.2%

Two records picked at random from those above, as already listed:
SMILES	ERK EGF block
Cc1occc1-c1nnc(SCC(=O)Nc2ccccn2)o1	1.2%
COc1ccc(-n2c(SCC(=O)N/N=C/c3ccccc3OCC(=O)O)nc3ccccc3c2=O)cc1	-39.9%[57.5 µM]
